# Assay outcomes deposited in PubChem BioAssay by NMMLSC.
# RGS7-Gao = RGS7-Galphao binding modulators, primary screen, biochemical, multiplexed bead flow cytometry; Guanine nucleotide-binding protein G(o) subunit alpha (Homo sapiens), P09471; actives lie on both sides; binding response (% of control), % at 10 µM; hit rate 0.35% among 220,000; AID 1439, 2008; in the data active = binding response below about 49% or above about 150%; inconclusive = no clear call, values can overlap the other calls; inactive = in between;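 note: fluorescent Galphao held in activated GDP-AlF4 state binding bead-coupled RGS7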
# RGS8-Gao = RGS8-Galphao binding modulators, primary screen, biochemical, multiplexed bead flow cytometry | Guanine nucleotide-binding protein G(o) subunit alpha (Homo sapiens), P09471 | actives lie on both sides | response (percent of control binding), % at 10 µM | hit rate 0.34% among 220,000 | AID 1423, 2008; in the data active = response below about 60% or above about 140%; inactive = in between;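 note: Galphao activated as the GDP aluminium fluoride complex binding bead-coupled RGS8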
# Bim-Bcl-2 = inhibitors of Bim-Bcl-2 binding, primary screen, biochemical, multiplexed, human Bcl-2 family | Apoptosis regulator Bcl-2 (Homo sapiens), P10415 | inhibition, % at 10 µM | hit rate 0.06% among 190,000 | AID 950, 2007 | Bead-based flow cytometry, Bim peptide-Bcl-2 binding; in the data active = inhibition above about 40%; inconclusive = no clear call, values can overlap the other calls;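 note: 0% = no compound wells with probe peptide and 100% = reference peptide inhibitor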
# Target sequence (P10415 whole entry, looked up): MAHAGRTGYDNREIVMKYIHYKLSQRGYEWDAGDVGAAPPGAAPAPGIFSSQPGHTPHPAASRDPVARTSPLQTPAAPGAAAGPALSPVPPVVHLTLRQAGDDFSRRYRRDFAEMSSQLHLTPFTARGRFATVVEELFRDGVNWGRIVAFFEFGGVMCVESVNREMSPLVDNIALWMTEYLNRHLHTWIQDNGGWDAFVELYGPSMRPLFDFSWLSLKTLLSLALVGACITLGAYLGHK
# ABCG2 inh = ABCG2 efflux pump inhibitors, primary screen, multiplex with ABCB1, IgMXP3 cells, flow cytometry; AID 1325, 2008; inhibition, % at 6.6 µM; JC-1 efflux; hit rate 0.1% among 190,000; Broad substrate specificity ATP-binding cassette transporter ABCG2 (Homo sapiens), Q9UNQ0;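 active = inhibition above 80%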;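 note: 0% = DMSO and 100% = nicardipine control wells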
# Target sequence (Q9UNQ0 whole entry, looked up): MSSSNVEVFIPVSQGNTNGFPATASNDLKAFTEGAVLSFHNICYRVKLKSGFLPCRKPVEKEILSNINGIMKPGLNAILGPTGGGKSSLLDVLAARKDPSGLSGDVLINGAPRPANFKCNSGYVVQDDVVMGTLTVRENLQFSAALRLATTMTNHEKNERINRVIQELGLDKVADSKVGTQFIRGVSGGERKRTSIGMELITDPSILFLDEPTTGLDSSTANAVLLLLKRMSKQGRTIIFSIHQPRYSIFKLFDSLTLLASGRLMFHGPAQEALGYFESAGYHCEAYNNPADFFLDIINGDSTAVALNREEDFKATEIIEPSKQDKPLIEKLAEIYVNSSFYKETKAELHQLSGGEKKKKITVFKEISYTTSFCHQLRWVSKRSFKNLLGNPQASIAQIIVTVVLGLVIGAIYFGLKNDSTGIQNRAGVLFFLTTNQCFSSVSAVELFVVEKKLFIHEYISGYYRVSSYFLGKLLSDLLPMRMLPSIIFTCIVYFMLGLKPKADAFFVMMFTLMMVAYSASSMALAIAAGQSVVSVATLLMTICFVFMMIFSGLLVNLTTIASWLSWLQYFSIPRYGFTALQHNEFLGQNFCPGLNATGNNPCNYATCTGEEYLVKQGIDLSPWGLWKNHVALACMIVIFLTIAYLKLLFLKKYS
#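 Measure – % inhibition of efflux relative to nicardipine and DMSO · Test system – ABCG2 IgMXP3 and barcoded ABCB1 CCRF-Adr cell mix · Control set – nicardipine as high control, DMSO as low control · Compound – one concentration, 6.6 µM final · Signal – flow cytometry of retained JC-1 fluorescence · Timing – 10 min exposure at 25 °C with rotation, no wash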
# ABCB1 block = ABCB1 efflux pump inhibitors, primary screen, cell-based, multiplex, flow cytometry, ABCG2 counter-screen; hit rate 0.067% among 190,000; inhibition, % at 6.6 µM; ATP-dependent translocase ABCB1 (Homo sapiens), P08183; CCRF-Adr cells, JC-1 efflux; in the data active = inhibition above about 40%;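 note: 0% = vehicle and 100% = reference inhibitor; higher value means more JC-1 retained so stronger ABCB1 efflux block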
# Bfl-1 Bim block = inhibitors of Bim binding to Bfl-1, primary screen, biochemical, multiplexed, bead-based flow cytometry; Bcl-2-related protein A1 (Homo sapiens), Q16548; Bim-Bfl-1 binding inhibition; inhibition, % at 10 µM; hit rate 0.12% among 190,000;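 note: 0% = wells without compound plus tracer and 100% = blocker peptide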
# Bcl-W Bim block = inhibitors of Bim binding to Bcl-W, primary screen, biochemical, multiplexed, bead-based flow cytometry; Bcl-2-like protein 2 (Homo sapiens), Q92843; Bim peptide-Bcl-W binding; inhibition, % at 10 µM; hit rate 0.02% among 190,000;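 note: 0% = bound tracer without compound and 100% = peptide blocker; higher means less fluorescent Bim peptide bound to Bcl-W beads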
# Bim-Bcl-XL = inhibitors of Bim-Bcl-XL binding, primary screen, biochemical, multiplexed, bead flow cytometry, human Bcl-XL; Bcl-2-like protein 1 (Homo sapiens), Q07817; Bim peptide-Bcl-XL binding, fluorescence; inhibition, % at 10 µM; hit rate 0.04% among 190,000; AID 1007, 2008
# RGS4-Gao reg = modulators of RGS4 binding to Galphao, primary screen, biochemical, multiplexed bead flow cytometry; hit rate 0.33% among 220,000; actives lie on both sides; AID 1415, 2008; binding response (% of control), % at 10 µM; Guanine nucleotide-binding protein G(o) subunit alpha (Homo sapiens), P09471; in the data active = binding response below about 49% or above about 150%; inactive = in between;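 note: fluorescent Galphao activated with aluminum fluoride binding bead-coupled RGS4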
# Bim-Mcl-1 = inhibitors of Bim peptide binding to Mcl-1, primary screen, biochemical, bead-based flow cytometry, multiplex; inhibition, % at 10 µM; hit rate 0.1% among 190,000; Induced myeloid leukemia cell differentiation protein Mcl-1 (Homo sapiens), Q07820; Bim peptide-Mcl-1 binding;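 note: 0% = no compound tracer wells and 100% = peptide blocker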
# Bcl-B Bim block = inhibitors of Bim-Bcl-B binding, primary screen, biochemical, multiplexed, human Bcl-2 family | bead-based flow cytometry, Bim peptide-Bcl-B binding | hit rate 0.073% among 190,000 | Bcl-2-like protein 10 (Homo sapiens), Q9HD36 | inhibition, % at 10 µM;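 note: 0% = tracer peptide without compound and 100% = reference inhibitor peptide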
# * hit, by the source's call; u = inconclusive; & = joins results of further samples. Cut-off read from the data, not from the text of the source, unless noted: active = inhibition above about 40%.
SMILES,RGS7-Gao,RGS8-Gao,Bim-Bcl-2,ABCG2 inh,ABCB1 block,Bfl-1 Bim block,Bcl-W Bim block,Bim-Bcl-XL,RGS4-Gao reg,Bim-Mcl-1,Bcl-B Bim block
COCC(C)OC(=O)/C(C#N)=C\c1coc2ccc(C)cc2c1=O (stereo not drawn),102.6,99.5,0.0,5.1,0.5,-7.0,-2.0,-7.0,102.4,0.0,-3.0
COC(=O)c1ccc(NC(=O)c2snnc2-c2ccccc2)cc1,90.0,95.4,0.0,4.1,0.3,5.0,-1.0,0.0,89.8,-1.0,0.0
CCOc1ccc(Nc2cc(C)nc(-n3nc(C)cc3C)n2)cc1,98.8,100.0,-8.0,44.4,1.4,-13.0,2.0,0.0,100.2,0.0,0.0
CCOC(=O)c1[nH]c2c(c1C)C(=O)CC(c1ccc(F)cc1)C2 (stereo not drawn),96.7,101.1,-4.0,-1.7,-2.7,-8.0,1.0,-6.0,100.7,1.0,-1.0
Cc1nn(Cc2ccc([N+](=O)[O-])cc2)c(=O)n1-c1ccccc1,99.3,98.7,-2.0,1.1,0.3,1.0,-2.0,1.0,97.9,0.0,0.0
COc1ccc(N2C(=O)CC(S/C(N)=N/N=C/c3ccnc4ccccc34)C2=O)cc1 (stereo not drawn),96.1,100.0,-6.0,-1.3,-0.2,-11.0,-7.0,-13.0,97.5,-3.0,-4.0
CCn1c(CSc2nc3ccccc3s2)nnc1SCC(=O)NCC(=O)OC,98.1,101.5,-6.0,0.4,-0.1,-15.0,-1.0,-1.0,99.9,-3.0,-6.0
CCCc1nn(C)c(C(=O)Nc2cccc(Cl)c2)c1Cl,94.3,84.4,-2.0,5.8,0.6,0.0,0.0,-3.0,94.7,0.0,-6.0
COc1ccc(NC(=O)CSc2nccc(C)n2)cc1,106.0,106.3,4.0,-9.1,-5.9,0.0,-3.0,-15.0,105.1,-2.0,0.0
O=c1c(Cl)c(NCc2ccc(F)cc2Cl)cnn1C12CC3CC(CC(C3)C1)C2,99.8,101.2,-9.0,20.8,0.9,-4.0,-7.0,-8.0,100.3,-8.0,-14.0
N=c1c2cn[nH]c2nc(SCC(=O)c2ccc(Br)cc2)n1-c1ccc(Br)cc1,102.1,101.2,-1.0,2.8,-0.9,-2.0,-4.0,-5.0,101.2,-2.0,-5.0
O=S(=O)(c1ccc(-c2csc(-c3cccnc3)n2)cc1)N1CCCCC1,102.0,102.2,-5.0,23.9,0.9,-20.0,-1.0,-4.0,102.8,-2.0,-5.0
CC(=O)Nc1ccc(-c2csc(Nc3cccc(C)n3)n2)cc1,96.5,104.6,-4.0,-0.4,-0.3,-5.0,-1.0,0.0,97.0,1.0,-6.0
CN(C(=O)COC(=O)COc1ccccc1F)C1CCS(=O)(=O)C1 (stereo not drawn),99.2,99.9,-11.0,4.4,0.3,-16.0,-5.0,-7.0,96.9,-6.0,-8.0
CCCN1Cc2cccc(C(=O)NCc3ccccc3OC)c2C1=O,102.5,101.9,-5.0,9.0,2.0,-7.0,1.0,-1.0,102.3,0.0,-3.0
Cc1ccc(-c2c[n+](CC(=O)OCc3ccccc3)c3n2CCC3)cc1,9.5*,12.7*,-2.0,1.8,0.7,-1.0,-5.0,-6.0,11.9*,-2.0,-5.0
CC(C)CNC(=O)/C=C/C(=O)O,u,103.9&111.3,-1.0,-0.9,-0.2,4.0,-3.0,3.0,102.3&113.1,0.0,3.0
O=C(/C=C\c1ccco1)Nc1cc([N+](=O)[O-])ccc1F,98.6,100.0,5.0,24.4,0.6,5.0,-1.0,-3.0,97.2,-4.0,-5.0
OC1(C2(O)CC(c3ccccc3)ON2)CCCCC1 (stereo not drawn),87.0,83.9,0.0,0.7,0.7,-2.0,-3.0,-1.0,87.4,-3.0,0.0
CC(=O)N1CCN(C(=S)NC(=O)c2c(-c3ccccc3Cl)noc2C)CC1,u,97.5,-7.0,8.4,1.4,-6.0,-5.0,-3.0,95.6,-2.0,-9.0
COc1ccc(CN(C)CC(=O)Nc2ccccc2C(F)(F)F)c(OC)c1,101.6,103.2,-3.0,0.1,0.1,0.0,-2.0,-5.0,102.7,-5.0,-3.0
CCSc1nnc(N(CCC#N)CCC#N)s1,105.0,102.1,-1.0,0.5,0.2,-2.0,0.0,0.0,106.4,-3.0,0.0
O=C(CSc1nnc(COc2cccc3ccccc23)o1)N1CCN(C(=O)c2ccco2)CC1,117.2,112.7,-11.0,40.4,1.2,-15.0,-3.0,-8.0,110.5,-2.0,-8.0
CCc1nnc(NC(=O)c2cccc(S(=O)(=O)N(C)c3ccc(OC)cc3)c2)s1,u,104.9,-1.0,3.2,1.4,-2.0,0.0,-4.0,104.5,0.0,-3.0

# 6 entries drawn at random from those above, as already listed:
SMILES,RGS7-Gao,RGS8-Gao,Bim-Bcl-2,ABCG2 inh,ABCB1 block,Bfl-1 Bim block,Bcl-W Bim block,Bim-Bcl-XL,RGS4-Gao reg,Bim-Mcl-1,Bcl-B Bim block
COc1ccc(NC(=O)CSc2nccc(C)n2)cc1,106.0,106.3,4.0,-9.1,-5.9,0.0,-3.0,-15.0,105.1,-2.0,0.0
CCc1nnc(NC(=O)c2cccc(S(=O)(=O)N(C)c3ccc(OC)cc3)c2)s1,u,104.9,-1.0,3.2,1.4,-2.0,0.0,-4.0,104.5,0.0,-3.0
Cc1nn(Cc2ccc([N+](=O)[O-])cc2)c(=O)n1-c1ccccc1,99.3,98.7,-2.0,1.1,0.3,1.0,-2.0,1.0,97.9,0.0,0.0
O=c1c(Cl)c(NCc2ccc(F)cc2Cl)cnn1C12CC3CC(CC(C3)C1)C2,99.8,101.2,-9.0,20.8,0.9,-4.0,-7.0,-8.0,100.3,-8.0,-14.0
CC(=O)N1CCN(C(=S)NC(=O)c2c(-c3ccccc3Cl)noc2C)CC1,u,97.5,-7.0,8.4,1.4,-6.0,-5.0,-3.0,95.6,-2.0,-9.0
CCOc1ccc(Nc2cc(C)nc(-n3nc(C)cc3C)n2)cc1,98.8,100.0,-8.0,44.4,1.4,-13.0,2.0,0.0,100.2,0.0,0.0

# Remaining list, next part
SMILES,RGS7-Gao,RGS8-Gao,Bim-Bcl-2,ABCG2 inh,ABCB1 block,Bfl-1 Bim block,Bcl-W Bim block,Bim-Bcl-XL,RGS4-Gao reg,Bim-Mcl-1,Bcl-B Bim block
C=CCNC(=S)N(Cc1ccccc1)Cc1ccc(F)cc1,u,93.2,-1.0,7.4,1.6,0.0,1.0,-1.0,92.5,-1.0,-6.0
CN(C)CCCN(Cc1cc2cc3c(cc2[nH]c1=O)OCO3)C(=S)Nc1ccccc1,115.1,124.7,-3.0,0.1,0.1,-5.0,-3.0,-6.0,112.2,-4.0,-9.0
CCCCn1c(N)c(N(CCC(C)C)C(=O)COC(=O)c2ccccc2)c(=O)[nH]c1=O,u,98.2,-3.0,0.0,0.5,-7.0,-2.0,-1.0,96.3,-1.0,-5.0
Cc1cc(C)nc(-n2nc(C)c(Sc3ccc(F)cc3)c2N)n1,98.4,93.5,-6.0,36.6,2.6,-22.0,-1.0,-6.0,86.3,-4.0,1.0
Cc1cc(C)cc(N2C(=O)c3nccnc3C2=O)c1,99.3,99.0,4.0,1.2,0.1,2.0,0.0,-3.0,101.0,-2.0,-1.0
Cc1ccc(OCCNC(=O)C2CC(=O)N(c3ccc(C)cc3)C2)cc1 (stereo not drawn),99.3,98.3,-8.0,1.2,0.6,-12.0,5.0,8.0,99.7,-1.0,-6.0
COc1ccc(OCC(=O)NC2CC(C)(C)NC(C)(C)C2)cc1,102.2,102.0,-2.0,0.4,0.1,-7.0,6.0,-7.0,96.3,-1.0,-5.0
CCCc1nnc2c(N(C)S(=O)(=O)c3ccc(C)cc3)nc3ccccc3n12,99.3,101.6,-4.0,1.9,2.1,-5.0,-14.0,-18.0,99.9,-21.0,-17.0
Cc1nnc(SCC(=O)N2CCOCC2)c2ccccc12,100.7,120.8,-1.0,-5.3,-0.9,0.0,0.0,3.0,105.8,2.0,2.0
C1CCN(Cc2nnnn2CC2CCCO2)CC1 (stereo not drawn),99.7,100.6,-3.0,0.7,0.2,-5.0,-2.0,-3.0,99.2,-2.0,-2.0
Cc1nc(C)c(C(=O)NNS(=O)(=O)c2ccccc2)s1,100.8,99.1,-1.0,1.6,-0.5,-18.0,0.0,-2.0,98.6,1.0,-3.0
CCC(=O)Nc1nc2n(n1)C(c1ccc(OC)cc1)C=C(c1ccccc1)N2 (stereo not drawn),96.9,100.0,-9.0,2.8,0.7,-11.0,-1.0,-8.0,99.5,-3.0,-9.0
CC(=O)c1cccc(NC(=O)C(OC(=O)c2cccs2)c2ccccc2)c1 (stereo not drawn),107.3,101.5,-1.0,2.7,0.3,0.0,0.0,-5.0,102.0,-4.0,-2.0
Cc1nc2ccc(NC(=O)NCCCO)cc2s1,103.1,99.4,-10.0,2.7,0.9,-11.0,-1.0,-5.0,99.8,-3.0,-3.0
CC(C)(C)OC(=O)N1CCN(c2ccc(NC(=O)Cn3nnc(-c4ccccc4)n3)cc2)CC1,97.4,97.9,-6.0,17.9,3.0,-16.0,0.0,-1.0,94.5,1.0,0.0
COc1ccc(-c2nnc(Nc3nc4c(OC)cccc4s3)o2)c(OC)c1,102.3,100.7,0.0,-0.6,0.0,-5.0,-1.0,-3.0,102.5,-1.0,2.0
O=C1Nc2c(c(=O)[nH]c(=O)n2-c2ccccc2F)C(C(F)(F)F)(C(F)(F)F)N1,94.5,96.1,4.0,-0.1,0.0,3.0,0.0,0.0,95.2,0.0,0.0
N/C(=N\OC(=O)c1cc(Br)ccc1Cl)c1cccnc1,u,101.1,-1.0,12.3,0.8,-4.0,0.0,2.0,99.5,1.0,-2.0
CCc1cccc(C)c1NC(=O)COC(=O)CNS(=O)(=O)/C=C/c1ccccc1,104.8,112.8,-3.0,4.7,0.2,0.0,-4.0,-8.0,106.8,-5.0,-8.0
COCCCNC(=O)CC(NS(=O)(=O)c1ccc(OC)cc1)c1ccc(OC)cc1 (stereo not drawn),87.0,94.6,1.0,-3.7,-6.2,0.0,2.0,0.0,86.7,1.0,-4.0
